# HCV NS3 hel inh – inhibitors of Hepatitis C virus NS3 helicase | NS3 helicase DNA unwinding, Cy5 molecular beacon fluorescence | inhibition, % at 10.9 µM | 290,000 compounds, 0.56% hits | AID 1800;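 active = inhibition above the mean of all tested compounds plus 3 SD, set per campaign, cut at about 35% in these data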;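 also: 0% = DMSO wells and 100% = thioflavine S control wells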
#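 test system = hepatitis C virus NS3 helicase domain fragment enzyme | reagent = annealed dual-labelled DNA beacon duplex, ATP-started | times = 1 h at 25 °C | detection = Cy5 fluorescence, 0 and 60 min reads | read-out basis = percent inhibition from t60/t0 fluorescence ratio | control set = DMSO and thioflavine S | replication = one well per compound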
# IDE act – activators of human insulin-degrading enzyme in cells. P14735. HEK cells, FAbeta-B cleavage, fluorescence polarization; 0% vehicle, 100% cell-free pure enzyme wells. activation, % at 5.96 µM. 340,000 compounds, 0.073% hits. AID 493087;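 active = activation above the mean of all tested compounds plus 3 SD, set per screening campaign, cut at about 17% in these data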
# GalR3 antag – antagonists of human GalR3; 360,000 compounds, 0.44% hits; HEK293 GalR3-CNG cAMP membrane potential fluorescence; galR3 body fused to GalR1 C-terminus; inhibition, % at 3 µM;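 active = inhibition above the screen-wide average plus 3 SD, cut at about 13% in these data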;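 also: forskolin and galanin both at EC90 stimulate the cells; cAMP rise reported by CNG channel membrane potential dye signal; 0% = forskolin plus galanin with DMSO and 100% = forskolin alone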
# Target sequence (O60755 1-299 limits assumed): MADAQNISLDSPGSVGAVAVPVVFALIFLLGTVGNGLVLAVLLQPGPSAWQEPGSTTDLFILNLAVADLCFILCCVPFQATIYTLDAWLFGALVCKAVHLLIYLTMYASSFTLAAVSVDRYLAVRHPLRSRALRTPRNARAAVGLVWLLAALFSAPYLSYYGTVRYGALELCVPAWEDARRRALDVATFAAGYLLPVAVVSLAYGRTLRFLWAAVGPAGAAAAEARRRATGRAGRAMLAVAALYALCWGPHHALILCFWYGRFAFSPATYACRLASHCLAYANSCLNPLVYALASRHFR
# IMP-1 inh – blocks Pseudomonas aeruginosa IMP-1 metallo-beta-lactamase | inhibition, % at 5.6 µM | 290,000 compounds, 0.45% hits | purified IMP-1, nitrocefin hydrolysis, epi-absorbance fluorescence;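 active = inhibition above the mean plus 3 SD of all compounds in the same screening run, cut at about 4.5% in these data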;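 also: 0% = IMP-1 with DMSO and 100% = DMSO wells lacking enzyme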
#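 System: purified IMP-1 / Input: IMP-1 dispensed at 0.2 nM / Medium: 50 mM HEPES pH 7.1, 50 µM ZnSO4, 0.05% Brij 35 / Timing: 15 min enzyme–compound preincubation, then 25 min nitrocefin reaction, 25 °C / Technique: plate fluorescence quenching by hydrolysis product, ex 480/em 530 nm / Repeats: singlicate testing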
# IDE cell inh – inhibits human insulin-degrading enzyme in HEK cells. FAbetaB cleavage, fluorescence polarization. inhibition, % at 5.59 µM. 320,000 compounds, 0.41% hits. P14735;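 active = percent inhibition above the average of all tested compounds plus 3 SD, set per screening campaign, cut at about 16% in these data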;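 also: IDE supplied by intact live HEK cells; FP after avidin binding of uncleaved biotin substrate so inhibition keeps polarization high; 0% = DMSO wells and 100% = 60 µM reference IDE inhibitor Ii1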
# CRFBP-R2 block – blocks CRF-induced signaling of the CRF-BP/CRF-R2 complex | HEK293 CRF-R2/CRF-BP, CRF-induced calcium fluorescence | inhibition, % at 11.8 µM | 350,000 compounds, 0.59% hits | AID 588475;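 active = inhibition of the ligand-induced calcium signal above about 50% at the single tested concentration, limit read from the data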
# VIM-2 inhibitor – inhibitors of Pseudomonas aeruginosa VIM-2 metallo-beta-lactamase. purified VIM-2, nitrocefin hydrolysis, epi-absorbance fluorescence. AID 1527. 290,000 compounds, 0.89% hits. inhibition, % at 5.6 µM;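 active = inhibition above the mean of all tested compounds plus 3 SD, cutoff set per screening run, cut at about 7.5% in these data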;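 also: red hydrolysis product quenches plate fluorescence so inhibitors raise well fluorescence; 0% = enzyme with DMSO and 100% = DMSO without enzyme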
# UBC9 SUMO inh – inhibitors of human SUMOylation (UBC9). HTRF SUMOylation assay, SAE1/SAE2 + UBC9, in vitro. P63279. inhibition, % at 35 µM. 290,000 compounds, 0.36% hits; in the data active = inhibition above about 50%, passing the limit was not always enough; inconclusive = no clear call, values can overlap the other calls; also: strong numbers were not always called active
# Target sequence (P63279 whole entry, looked up): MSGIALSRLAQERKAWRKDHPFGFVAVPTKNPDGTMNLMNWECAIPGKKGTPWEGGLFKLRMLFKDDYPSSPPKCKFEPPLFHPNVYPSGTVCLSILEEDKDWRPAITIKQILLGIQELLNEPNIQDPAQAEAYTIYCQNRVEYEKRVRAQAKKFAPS
# p-CIP stab down – compounds decreasing mouse p/CIP protein stability | Q05BA5 | F442A p/CIP-EGFP cells, EGFP fluorescence, 16 h | 290,000 compounds, 0.01% hits | AID 1984 | decrease of EGFP signal, % at 10 µM;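 active = EGFP signal decrease of at least 30% at 10 µM or well 3 SD below plate mean, unless failing retest; inactive = the rest, including hits failing retest or dose response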; also: some compounds called inactive have numbers as strong as hits; many of its hits are not listed in these tables
# Numbers without * were called inactive; ? = inconclusive; . = no result given.
nr	structure	HCV NS3 hel inh	IDE act	GalR3 antag	IMP-1 inh	IDE cell inh	CRFBP-R2 block	VIM-2 inhibitor	UBC9 SUMO inh	p-CIP stab down
1	CN1CCN(NC(=O)c2cc(-c3ccc(Br)s3)nc3ccccc23)CC1	-52.2	2.6	-9.8	-3.2	-1.3	-23.2	1.0	2.3	-4.9
2	C/C(=N\Nc1ccc([N+](=O)[O-])cc1)c1ccco1	-0.2	-2.0	1.6	-3.5	-3.6	-22.5	-2.6	7.3	-2.2
3	O=C(Nc1cccn(Cc2cccc(F)c2)c1=O)NC1CCCCC1	2.0	2.5	-6.2	-2.7	0.9	2.3	-2.8	99.4*	-6.1
4	CCc1ccc2nc(NC(=O)CSCc3c(C)noc3C)sc2c1	-10.9	4.7	-2.8	-3.1	-3.9	-11.6	-2.1	-15.0	-0.6
5	COc1cccc(N(C(=O)C2COc3ccccc3O2)C(C(=O)NC2CCCCC2)c2ccc(O)cc2)c1 (centres undefined)	-3.0	.	0.3	-2.9	-0.1	.	-4.4	12.4	-3.7
6	COc1ccccc1NC(=O)C1CCCN(S(=O)(=O)c2c(C)noc2C)C1 (centres undefined)	16.8	7.8	-4.8	-2.5	4.3	-4.2	-2.6	-5.2	6.6
7	O=C(NC(=Nc1nc2ccccc2o1)NC(=O)c1ccccc1)c1ccccc1	0.0	-2.5	-2.7	0.1	-2.0	-26.2	-3.1	-8.7	2.5
8	COc1cc(CNc2ccc(NC(C)=O)cc2)ccc1OCc1ccccc1C	-5.2	0.7	-5.6	0.7	-0.6	-2.3	0.5	-25.3	-20.1
9	CCN1CCc2c(sc(NC(=O)Cc3ccccc3)c2C(N)=O)C1	-2.1	4.4	.	0.2	-0.4	-14.9	-1.8	-7.3	3.4
10	CCn1c(=O)n(CC(=O)NCc2ccccc2OC)c(=O)c2ccccc21	3.2	3.5	-0.5	-4.0	6.6	1.0	-1.0	2.1	-3.8
11	Cc1ccnc(SCC(=O)N2CCc3ccccc3C2)n1	23.8	7.4	0.1	-1.0	2.5	7.1	1.2	8.5	-6.9
12	CC(=O)NCCC(=O)Nc1cc(S(=O)(=O)N2CCOCC2)ccc1Oc1ccc(F)cc1	.	3.6	0.2	.	-7.1	-5.4	.	.	.
13	COc1ccc(/C=C2\SC(=S)N(CC(=O)NNC(=O)c3ccncc3)C2=O)cc1	-12.8	.	-0.2	-2.8	6.2	-3.9	-3.4	21.4	10.1
14	COc1ccc(NC(=O)C(C)NS(=O)(=O)c2ccc(NC(C)=O)cc2)cc1Cl (centres undefined)	-0.4	2.4	-4.8	-2.1	-2.6	3.7	-1.2	6.7	-9.1
15	CCN(C(=O)COC(=O)c1cc(-c2cccs2)nc2ccccc12)C1CCS(=O)(=O)C1 (centres undefined)	-5.2	3.3	-1.7	-4.0	-6.3	18.9	0.5	43.3	-17.4
16	COC(=O)c1ccc(OC(=O)C23CCC(C)(C(=O)O2)C3(C)C)cc1 (centres undefined)	-3.2	-1.8	-2.5	-3.1	0.1	6.3	-4.0	7.5	-4.6
17	O=C1/C(=N/n2cnnc2)c2ccccc2N1Cc1ccccc1	1.9	.	.	-2.1	-3.9	.	-0.6	5.5	-6.5
18	COc1ccc(-c2nn(-c3ccccc3)cc2/C=N/NC(=S)NC(C)C)cc1OC	-2.2	-0.3	-2.0	0.8	-5.4	-7.7	-2.4	-15.2	-6.0
19	O=C(c1ccc2c(c1)OCO2)N1CCC2(CC1)Oc1ccc(Cl)cc1C(=O)C21CC(c2cccnc2)=NO1 (centres undefined)	.	6.2	0.9	.	-4.0	-18.0	.	-14.2	0.0
20	COc1ccc(C(=O)NCc2nnc(SC)n2C2CCCCC2)cc1	11.5	6.5	0.8	-4.8	0.6	0.4	-1.8	-8.0	-10.6
21	Cc1sc2ncnc(SCC(=O)Nc3ccc(S(=O)(=O)N4CCOCC4)cc3)c2c1C	.	-8.0	-5.7	.	13.4	-8.5	.	.	.
22	COc1cccc(/C=C2\SC(=O)N(CC(=O)NCCCn3ccnc3)C2=O)c1	-6.7	6.1	-9.4	-3.1	3.3	-16.8	4.2	15.2	0.9
23	CCCn1nc(NC(=O)c2cccs2)c2cc3ccc(C)cc3nc21	-3.9	-0.7	-3.0	-3.0	-1.2	-3.3	-2.5	12.0	-2.4
24	Nc1ccc(-c2nc3cc(N)ccc3s2)cc1	3.8	4.2	-5.7	-2.0	1.0	7.6	-0.6	?	-13.1
25	CC(=O)NNS(=O)(=O)c1ccc(-c2cc(C(F)(F)F)n(C)n2)s1	5.1	9.3	-6.7	-1.8	15.5	9.8	-2.5	-0.2	-1.1
26	COc1ccccc1CNC(=O)CNC(=O)c1cn(-c2ccccc2OC)c(=O)c2ccccc12	11.6	-3.2	5.3	-1.9	1.2	-2.9	-0.6	-9.3	6.2
27	O=C(COC(=O)c1cc(S(=O)(=O)N2CCCC2)ccc1O)Nc1ccc(S(=O)(=O)N2CCOCC2)cc1	7.5	-3.2	-6.0	-2.7	-3.1	4.0	-2.5	24.5	5.5
28	COCc1cc(C)nc2sc(C(=O)N3CCCC3)c(N)c12	5.0	1.2	-6.2	-3.3	-3.0	5.6	-0.7	28.5	0.0
29	O=C(O)CCNc1cc(N2CCN(C(=O)c3ccco3)CC2)c2noc3c2c1C(=O)c1ccccc1-3	56.9*	-0.8	-6.0	7.0*	6.1	-17.1	0.1	-19.0	-16.7
30	CCC1=NC(c2ccccc2OC)N(O)C1(C)C (centres undefined)	3.9	4.7	-6.8	-3.9	-0.5	-22.9	-4.5	11.0	-0.3
31	COc1ccccc1NC(=O)CSc1c2c(nc3ccccc13)CCC2	-20.6	0.9	-10.3	-1.2	-0.1	24.5	1.9	14.3	-3.5
32	CN(c1ccccc1)S(=O)(=O)c1ccc(C(=O)Nc2nnc(C3CC3)o2)cc1	11.8	-2.5	-4.3	-1.8	5.4	-9.0	-2.0	1.1	-11.7
33	O=C(N/N=C/c1ccc(OC(=O)c2ccccc2)cc1)c1cccnc1	7.0	-0.1	-7.5	-2.8	6.6	-12.6	-5.3	14.1	0.3
34	Fc1ccc(N/N=C/c2cccnc2)c(F)c1	-0.2	8.8	-1.3	-1.2	-1.2	-6.5	1.8	1.8	10.6
35	O=C(COC(=O)C12CC3CC(CC(C3)C1)C2)Nc1ccc([N+](=O)[O-])cc1Br	0.5	3.3	-0.3	-0.2	-4.2	-58.5	-4.9	-16.5	-20.8
36	CC12CCC(C(=O)Nc3ccc(SC(F)F)cc3)(CC1=O)C2(C)C (centres undefined)	-4.2	-1.9	1.4	-0.6	3.3	-13.1	1.9	16.2	-3.7
37	CN(CC1CCCN(CCc2cccc(C(F)(F)F)c2)C1)C(=O)c1ccc2nc[nH]c2c1 (centres undefined)	-19.9	3.7	-5.3	-2.2	3.1	-12.2	-0.6	0.0	3.8
38	CCCCc1nc2ccccc2c(NC(=O)CN(CC)CC)c1CCC	0.1	-4.1	-5.4	-2.1	2.6	97.6*	-1.1	13.5	-3.5
39	Cc1cc2c(c(SCC(=O)NCc3ccccc3Cl)n1)C(=O)OC2	-2.9	0.9	-3.5	-2.0	2.3	-28.5	0.5	4.5	7.5
40	O=C(OCN1C(=O)c2ccccc2C1=O)/C(=C\c1ccco1)NC(=O)c1ccccc1	19.0	6.6	-4.9	-3.6	-2.9	-14.7	-2.8	1.6	0.0
41	O=C(c1ccco1)N1CCN(C(=O)c2cc3c(=O)oc4ccccc4c3s2)CC1	5.3	2.8	.	-5.4	1.4	24.3	-0.3	5.0	-0.4
42	CC(=O)Nc1ccc(S(=O)(=O)Nc2ccc(C)c([N+](=O)[O-])c2)cc1	6.6	3.7	-2.8	0.5	7.1	-0.3	0.0	8.3	-9.9
43	O=C(CN1CCCc2ccccc21)NCc1ccccc1Cl	0.0	8.0	0.0	-1.6	-2.5	15.5	-1.4	17.9	-3.9
44	CCCc1nc(SCC(=O)c2ccc(OC)cc2)c2ccccc2n1	-24.1	0.3	-8.8	-1.7	2.6	-3.9	-2.0	-13.3	-1.9
45	O=C(Cc1ccc2c(c1)CCCC2)Nc1ccccc1Br	-2.7	4.5	0.4	-2.9	-0.6	20.6	-0.7	18.6	-5.6
46	Fc1cccc2ncnc(OCc3ccccc3)c12	-8.3	0.4	-3.4	-1.7	-2.0	5.7	-2.1	0.9	9.4
47	COc1ccc(CCNCc2ccc(OCC(=O)N3CCCCC3)c(OC)c2)cc1OC	-0.1	10.3	-2.4	-2.5	4.7	4.6	-0.5	2.3	-0.3
48	COc1cccc(NC(=O)CN(C)C(=O)c2ccc(OCc3ccccc3)c(OC)c2)c1	.	-1.2	-4.0	.	-1.5	-11.4	.	.	.
49	Cn1c(=O)n(C)c2cc(S(=O)(=O)N3CCCc4ccccc43)ccc21	-0.5	2.6	-3.8	-1.6	-0.9	-30.8	-1.2	5.4	2.5
50	COC(=O)C1=C(C)n2nnnc2NC1c1cc2ccccc2o1 (centres undefined)	-5.7	2.0	-2.8	-3.3	0.7	-38.1	-1.4	5.7	-16.5

# Following part
nr	structure	HCV NS3 hel inh	IDE act	GalR3 antag	IMP-1 inh	IDE cell inh	CRFBP-R2 block	VIM-2 inhibitor	UBC9 SUMO inh	p-CIP stab down
51	COc1cc(/C=C/C(=O)OC(C)C(=O)Nc2c(C)n(C)n(-c3ccccc3)c2=O)ccc1OCC#N (centres undefined)	4.0	0.8	-2.0	-2.4	0.9	21.1	-1.5	15.7	23.0
52	O=C(Nc1ccccc1C(=O)N1CCOCC1)c1ccc(Br)cc1	-1.4	4.1	.	-2.6	3.0	-0.1	-1.5	2.2	5.8
53	CCOc1ccc(C(=O)Nc2ccccc2C#N)cc1[N+](=O)[O-]	8.8	-6.3	3.1	-2.2	-10.1	9.4	-0.3	-1.6	1.7
54	Cc1ccc(S(=O)(=O)NCc2csc(C)n2)cc1	26.9	4.7	-0.5	0.4	.	-1.3	1.2	-6.6	-4.3
55	CC1(C)c2[nH]c3ccccc3c2C[C@H]2C(=O)N(Cc3ccc(F)cc3)C(=O)N21	.	1.3	-9.1	.	7.3	-16.6	.	.	.
56	CNC(=S)NNC(=O)c1noc(C)c1C(=O)N1CCN(C(c2ccccc2)c2ccccc2)CC1	6.9	6.1	-2.3	-5.1	2.6	-11.0	-4.3	-10.2	-4.9
57	CC1CCCC(C)N1C(=O)c1cc(-c2ccc(Cl)c(Cl)c2)on1 (centres undefined)	-3.2	3.4	1.8	-2.9	0.7	-83.1	-0.5	-9.5	-5.0
58	O=C(COc1ccccc1)N1N=C(c2cccnc2)CC1(O)C(F)(F)F (centres undefined)	1.7	3.5	-2.2	0.1	4.5	26.5	-1.7	-5.7	-11.1
